Screens deposited in PubChem by Sanford-Burnham Center for Chemical Genomics.
APJ antag – APJ receptor antagonism; P35414; 330,000 compounds, 0.32% hits; AID 2521; inhibition, % at 20 µM; CHO-K1 APJ beta-arrestin complementation, luminescence;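 active means inhibition above about 40% at 20 µM, limit read from the data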;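 further: cells challenged with 10 nM apelin-13 agonist together with compound; plate controls were apelin-13 plus DMSO wells for no effect and DMSO wells lacking apelin-13 for full effect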
tim23-1 inh – tim23-1 yeast growth inhibition. 330,000 compounds, 1.3% hits. S. cerevisiae tim23-1 growth, BacTiter-Glo luminescence, 24 h. inhibition, % at 20 µM;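 active means growth inhibition of the mutant yeast at or above 50%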;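 further: temperature-sensitive mutant grown at 25 °C; plate controls were DMSO-treated mutant yeast for no effect and medium wells lacking yeast for full effect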
XBP1 UPR activ – activators of adaptive arm of unfolded protein response (XBP1) | CHO-XBP1 luciferase reporter, IRE1-XBP1 UPR activation, luminescence; percent of tunicamycin response, DMSO as zero | activation, % at 20 µM | 330,000 compounds, 0.33% hits | AID 463104;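 active means versus positive control, 20 µM dose yields 30% or more activation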;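 further: 100% = tunicamycin at 10 µg/mL and 0% = DMSO only wells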
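Material – CHO cell line with stable XBP1 luciferase reporter · Buffer or medium – F12 plus 10% FBS · Compound – single point, 20 µM final compound, 1% DMSO · Schedule – 16-18 h cell attachment at 37 °C, then 6 h compound exposure · Signal – Steady-Glo luminescence read · Benchmarks – high control tunicamycin 10 µg/mL final, low control DMSO vehicle only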
CXCR6 block – CXCR6 (human) receptor inhibition; AID 602244; CHO-K1 PathHunter CXCR6 beta-arrestin, luminescence; inhibition, % at 20 µM; O00574; 360,000 compounds, 0.36% hits; in the data active means inhibition above about 34%, passing the limit was not always enough;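 further: antagonist mode with CXCL16 agonist at 10 nM final; 0% = 10 nM CXCL16 with DMSO and 100% = unstimulated wells without agonist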
Target sequence (O00574 whole entry, looked up): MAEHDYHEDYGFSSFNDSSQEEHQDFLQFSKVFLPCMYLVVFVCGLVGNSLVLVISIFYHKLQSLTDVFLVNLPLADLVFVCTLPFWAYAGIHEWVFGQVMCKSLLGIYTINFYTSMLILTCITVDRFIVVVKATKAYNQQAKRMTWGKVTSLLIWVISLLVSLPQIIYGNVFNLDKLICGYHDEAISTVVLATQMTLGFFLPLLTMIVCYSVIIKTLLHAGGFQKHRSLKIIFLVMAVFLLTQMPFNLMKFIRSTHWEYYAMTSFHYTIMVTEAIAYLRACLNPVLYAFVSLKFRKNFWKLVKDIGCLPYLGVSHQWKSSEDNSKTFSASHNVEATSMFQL
Mdm2 MdmX PPI – inhibitors of human Mdm2/MdmX interaction | O15151+Q00987 | SaOS-2 split-luciferase Mdm2/MdmX complementation, luminescence | inhibition, % at 8 µM | 330,000 compounds, 3% hits;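 active means inhibition of at least 50% at 8 µM in the primary screen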
EBI2 block – EBI2 (human) antagonism; P32249; EBI2 beta-arrestin recruitment, luminescence, 7a,25-OHC stimulated; 360,000 compounds, 0.81% hits; inhibition, % at 5 µM; in the data active means inhibition above about 38%;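 further: enzyme fragment complementation signal reports receptor beta-arrestin coupling in cells; 0% = agonist plus DMSO wells and 100% = wells without agonist; some results beyond the cut were filed as inactive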
Target sequence (P32249 whole entry, looked up, the tested form may be a part): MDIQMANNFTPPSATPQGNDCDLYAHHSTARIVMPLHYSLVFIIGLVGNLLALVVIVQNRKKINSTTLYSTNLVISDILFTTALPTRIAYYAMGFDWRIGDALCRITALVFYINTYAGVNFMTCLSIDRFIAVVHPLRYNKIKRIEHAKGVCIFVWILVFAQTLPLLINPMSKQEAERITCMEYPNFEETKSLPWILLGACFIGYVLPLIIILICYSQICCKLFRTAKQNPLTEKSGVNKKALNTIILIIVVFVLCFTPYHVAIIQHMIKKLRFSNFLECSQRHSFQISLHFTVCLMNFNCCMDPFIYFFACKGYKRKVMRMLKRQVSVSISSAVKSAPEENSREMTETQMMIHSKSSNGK
APJ ag – activates the human apelin receptor APJ; activation, % at 20 µM; 330,000 compounds, 0.11% hits; P35414; AID 2520; CHO-K1 APJ PathHunter beta-arrestin, luminescence; 0% DMSO wells, 100% apelin;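 active means activation more than six SD over the plate average, tested at 20 µM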;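 further: 0% = DMSO alone and 100% = apelin-13 at 10 nM; some results filed as inactive read as strong as hits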
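Incubation: overnight seeding, 90 min compound at 25 °C, 1 h detection; test system: PathHunter CHO-K1 APJ (AGTRL-1) beta-arrestin reporter cells; amount: 1000 cells/well; doses: one dose, 20 µM compound, 1% DMSO; measured by: beta-gal luminescence; measure: agonist-driven arrestin binding to APJ; benchmarks: negative DMSO alone, positive Apelin-13 at 10 nM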
CCR6 antag – CCR6 (human) receptor antagonism; inhibition, % at 20 µM; CHO-K1 CCR6 PathHunter beta-arrestin, luminescence, CCL20-stimulated; 340,000 compounds, 0.49% hits;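 active means compounds whose inhibition of the agonist-driven luminescence signal at 20 µM reaches about 50%, limit read from the data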;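 further: cells stimulated with CCL20 at 14 nM final; plate controls were DMSO with CCL20 for no effect and DMSO without agonist for full effect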
Target sequence (P51684 whole entry, looked up): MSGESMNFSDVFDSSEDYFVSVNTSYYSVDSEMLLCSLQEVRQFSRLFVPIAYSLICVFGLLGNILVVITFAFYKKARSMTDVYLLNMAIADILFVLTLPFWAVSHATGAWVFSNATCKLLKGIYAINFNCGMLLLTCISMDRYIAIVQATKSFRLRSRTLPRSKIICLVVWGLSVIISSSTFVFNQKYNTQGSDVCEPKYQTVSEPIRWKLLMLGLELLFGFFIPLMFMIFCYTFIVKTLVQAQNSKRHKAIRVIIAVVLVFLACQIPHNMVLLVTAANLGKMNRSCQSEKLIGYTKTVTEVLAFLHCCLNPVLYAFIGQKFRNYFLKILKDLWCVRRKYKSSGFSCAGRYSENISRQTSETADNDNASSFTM
CHOP UPR activ – apoptotic UPR (CHOP) activation | CHO-CHOP luciferase reporter, luminescence; percent of tunicamycin response over DMSO baseline | AID 449763 | 330,000 compounds, 0.34% hits | activation, % at 10 µM;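 active means at 10 µM dose, activation of 40% or more, normalized to positive control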;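 further: 100% = tunicamycin at 10 µg/mL and 0% = DMSO alone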
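Evaluation: % reporter activation, DMSO baseline versus tunicamycin full activation; System: CHO-CHOP luciferase reporter cell line; Input: 500 cells/well; Incubation: 6 h compound treatment, 37 °C; Measured by: Steady-Glo luciferase luminescence; Dosing: one dose, 10 µM in 0.5% DMSO; Buffer or medium: F12 medium, 10% FBS; Benchmarks: positive tunicamycin 10 µg/mL, negative DMSO alone.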
Starred values were filed as active, the others as inactive; x = no result given.

| Structure | APJ antag | tim23-1 inh | XBP1 UPR activ | CXCR6 block | Mdm2 MdmX PPI | EBI2 block | APJ ag | CCR6 antag | CHOP UPR activ |
| --- | --- | --- | --- | --- | --- | --- | --- | --- | --- |
| O=[N+]([O-])c1ccccc1/C=N/N1CCN(c2ccc(Cl)cc2)CC1 | 2 | 32 | -5 | -2 | 18 | 19 | 0 | 5 | -1.1 |
| COc1ccccc1C(=O)Nc1ccc2c(c1)nc(CN1CCN(C(C)=O)CC1)n2C | -5 | 7 | 0 | -5 | -12 | -1 | 0 | 17 | -0.7 |
| N#Cc1cc(-c2ccccc2)nc(Oc2ccc(Cl)cc2)n1 | -11 | 19 | 10 | 13 | 37 | 6 | -3 | 13 | 4.3 |
| CC(C)(C)NC(=O)COC(=O)c1cc(S(=O)(=O)N2CCCCC2)ccc1N1CCOCC1 | 4 | 11 | -3 | 7 | 7 | -1 | -3 | -5 | -0.5 |
| NNC(=O)c1ccc(Oc2cc(Cl)cc(Cl)c2)o1 | -15 | 30 | 0 | -4 | 14 | -7 | 0 | -7 | 0.8 |
| COc1ccc(C)cc1S(=O)(=O)Nc1cc2c3c(c1)CCN3C(=O)CC2 | 21 | -2 | -1 | -6 | 14 | 1 | 8 | 8 | 2.0 |
| c1ccc(-c2cc3c(N4CCN(c5ccccc5)CC4)ncnc3s2)cc1 | -15 | 5 | -3 | 1 | 8 | 8 | -2 | 9 | -1.2 |
| COc1cccc(C2=NOC(C(=O)N3CCN(c4ccccc4)CC3)C2)c1OC (configuration not stated) | 13 | 26 | -2 | -2 | -6 | 8 | 5 | -10 | 0.3 |
| Cc1nc(-c2ccccc2)sc1C1(C)CC(c2cccnc2)=NO1 (configuration not stated) | -15 | 19 | 0 | x | -42 | x | 4 | x | 5.5 |
| CCC(NC(=O)c1ccccc1NC(=O)c1ccc(C)cc1)C(=O)O (configuration not stated) | 0 | 4 | -1 | 2 | -22 | -1 | -2 | -14 | -0.1 |
| [O-]/[N+](=C\c1ccncc1)c1ccc(Br)cc1 | -4 | 12 | 3 | 4 | -93 | -17 | -3 | 18 | 7.8 |
| CC(=O)N1N=C(c2ccc(C)c([N+](=O)[O-])c2)OC1(C)C | 7 | 15 | -1 | 12 | 11 | -16 | -1 | 11 | -0.1 |
| O=C(COC(=O)c1cc2ccccc2cc1O)Nc1ccccc1F | -6 | 8 | -2 | -26 | -4 | -9 | 1 | 0 | -0.5 |
| O=c1ccc(-c2ccc(S(=O)(=O)NCc3cccc(Br)c3)s2)n[nH]1 | -22 | 3 | -7 | -4 | 17 | -6 | 8 | 1 | -0.9 |
| CN(C)c1nc(/C=C(\C#N)C(N)=O)c(Cl)n1-c1ccc(F)cc1 | 17 | 28 | -2 | 16 | 35 | 9 | -5 | 0 | 3.7 |
| NS(=O)(=O)c1ccc(CCNC(=O)C2CCN(S(=O)(=O)c3cccc4cccnc34)CC2)cc1 | -21 | -2 | -1 | -2 | -8 | -18 | 0 | 7 | 0.9 |
| CCOC(=O)c1cccc(NC(=O)C2CCCN(c3nnc(N4CCCC4=O)s3)C2)c1 (configuration not stated) | 6 | -9 | -1 | -4 | 14 | -1 | -3 | -4 | 0.7 |
| O=C(CN1C(=O)NC2(CCCc3ccccc32)C1=O)NCc1ccco1 (configuration not stated) | 14 | 11 | -1 | 0 | 5 | -2 | 0 | -9 | -1.8 |
| COc1cc(OC)cc(C(=O)Nc2cccc(C(C)=O)c2)c1 | 13 | 17 | 2 | -6 | 14 | 5 | -4 | 6 | 0.3 |
| CCS(=O)c1ccccc1C(=O)OCC(=O)Nc1ccc2ccccc2c1 (configuration not stated) | -9 | 9 | -3 | -8 | 1 | 11 | -2 | 5 | -0.4 |
| O=C(NCCN1C(=O)S/C(=C\c2cccs2)C1=O)c1ccco1 | 3 | 5 | 0 | -1 | -10 | -1 | -1 | -9 | 1.5 |
| Cc1ccc2[nH]c(=O)cc(C(=O)OC(C)C)c2c1 | 5 | 12 | 1 | -5 | 1 | 4 | -1 | -24 | 0.7 |
| O=C(Nc1ccccc1)n1ccc(-c2ccc(-n3ccnc3)cc2)n1 | 0 | 1 | -1 | x | -24 | x | -2 | x | 1.0 |
| CCOc1ccc([C@@H]2CC=C(C(=O)O)[C@H](c3ccc(Cl)cc3)N2S(=O)(=O)c2ccc(C)cc2)cc1 | -49 | 34 | 1 | -2 | -7 | -8 | 8 | 4 | 0.0 |
| O=C(NCCCN1CCCC1)c1ccc(CS(=O)(=O)c2ccc(Br)cc2)o1 | -33 | 10 | -1 | -2 | 8 | -8 | -3 | -6 | 0.0 |
| CCOC(=O)CNC(=O)CSc1nc2cccnc2n1CC | 4 | 9 | 1 | 6 | 5 | -6 | 0 | -6 | 1.2 |
| CC(=O)Nc1ccc(SC(C)C(=O)NC(N)=O)cc1 (configuration not stated) | 4 | -9 | 2 | -6 | 8 | -6 | -3 | -2 | 0.6 |
| COc1ccc(NC(=O)CSc2nnc(-c3cc(C)[nH]n3)n2N)cc1 | 36 | -7 | 0 | 1 | 9 | -13 | -1 | 16 | 0.6 |
| CCCN1C(=O)c2ccccc2NC1c1ccc(Cl)c(Cl)c1 (configuration not stated) | 10 | 46 | -6 | -2 | -11 | -2 | -6 | 17 | 0.1 |
| O=C(CN1CCN(Cc2ccccc2)CC1)NCc1ccccc1Cl | -29 | 15 | -1 | -1 | -14 | 5 | -5 | 17 | 0.4 |
| O=C1Cc2cc(NS(=O)(=O)c3ccc([N+](=O)[O-])cc3)cc3c2N1CCC3 | -70 | -4 | -3 | -3 | 19 | -8 | 7 | 12 | -0.5 |
| CC(C)(C)C(=O)CNS(=O)(=O)c1ccc(S(=O)(=O)NC2CCCC2)cc1 | 6 | 10 | 0 | 3 | 12 | -6 | 1 | -1 | 0.1 |
| COc1ccc(S(=O)(=O)N/N=C(/C)c2ccc(C)o2)cc1 | -1 | 11 | -1 | 5 | 21 | -3 | -2 | 1 | 1.5 |
| COc1ccc(/C=N/NC(=O)Cn2c(Cc3ccc(OC)c(OC)c3)nc3ccccc32)cc1OC | -14 | 13 | -2 | 5 | 5 | -1 | 0 | 0 | -1.1 |
| COCCN(CCOC)C(=O)CSc1ccc(S(=O)(=O)N2CCN(C)CC2)cn1 | 2 | 7 | -1 | -2 | -8 | 2 | -1 | 5 | 0.4 |
| CCN(CC)S(=O)(=O)c1ccc(=O)n(CC(=O)N2CCCc3cc(C)ccc32)c1 | -8 | 19 | 1 | -4 | -7 | -16 | -5 | 7 | 0.3 |
| COc1ccccc1NS(=O)(=O)c1cccc(C(=O)N/N=C/c2ccc3c(c2)OCCO3)c1 | -13 | 16 | -4 | -11 | 20 | 6 | 1 | 13 | 2.7 |
| O=C(c1ccco1)N1CCN(c2c([N+](=O)[O-])nn(-c3ccc(Cl)cc3)[n+]2[O-])CC1 | -86 | 29 | -2 | -8 | 20 | -8 | 7 | 7 | -1.8 |
| COC(=O)c1ccc(COc2ccccc2/C=C(\C#N)C(=O)Nc2ccc(C)cc2C)cc1 | -22 | 4 | 12 | -2 | 2 | -4 | 2 | 8 | 7.1 |
| O=[N+]([O-])c1cccc(S(=O)(=O)/N=C(/Nc2ccccc2)c2ccccc2)c1 | 1 | 14 | -1 | 3 | 25 | 8 | 1 | -2 | -1.2 |
| O=C(Cn1nc(C(F)(F)F)c2c1CCCCC2)N1CCOCC1 | 2 | -3 | -2 | 5 | 1 | -17 | 0 | 2 | -1.7 |
| CCOC(=O)C(NC(=O)c1ccc(OC)cc1)(OCC1(CC)COC1)C(F)(F)F (configuration not stated) | 20 | 3 | -1 | 8 | -2 | 6 | -3 | 12 | -1.2 |
| O=C(CCc1ccccc1)NNC(=O)COc1ccc(Br)cc1 | 8 | -3 | 6 | -3 | -15 | 44 | 0 | -3 | 1.8 |
| COc1ccc(-c2csc(NC(=O)CN3C(=O)CCC3=O)n2)cc1 | -5 | 12 | 3 | 8 | 5 | -4 | -1 | 6 | 0.9 |
| O=C(Nc1ccncc1)C1CCN(S(=O)(=O)c2ccc(Cl)c(C(F)(F)F)c2)CC1 | 8 | 24 | 3 | -5 | 16 | 11 | -6 | 13 | 1.8 |
| CC1CCN(C(=O)/C(=C\c2ccccc2)NC(=O)c2ccccc2)CC1 | 13 | 14 | 1 | 4 | 11 | -3 | -1 | 7 | 0.9 |
| Cc1ccc(OCc2nnnn2-c2ccccc2)cc1 | 15 | 23 | 0 | 1 | -11 | 51* | 1 | 14 | 0.8 |
| CSc1nnc(NC(=O)c2ccc(C)c(S(=O)(=O)N3CCOCC3)c2)s1 | 9 | -9 | 5 | -14 | 4 | -9 | -1 | 1 | 0.8 |
| O=C(Nc1ccccc1-c1ccccc1)c1ccccc1[N+](=O)[O-] | -7 | 16 | -4 | -2 | 14 | -2 | 0 | 17 | 0.8 |
| CN(c1ccc(C(=O)NCCSC(C)(C)C)cc1)S(=O)(=O)c1ccccc1 | -5 | 21 | -4 | 0 | 9 | 8 | -4 | 6 | 0.2 |
| C/C(=C\C(=O)OCCCCCCCCC(=O)O)C[C@@H]1OC[C@H](C[C@@H]2O[C@H]2[C@@H](C)[C@H](C)O)[C@@H](O)[C@H]1O | -1 | -19 | -5 | 2 | 40 | -1 | 2 | 5 | -2.0 |
| O=C(NCCCC(=O)N1CCCCC1)c1ccc(Cl)cc1 | 0 | -16 | -3 | -10 | 16 | 6 | 6 | 3 | -2.2 |
| C=CCn1c(SCC(O)Cn2c3ccccc3c3ccccc32)nnc1-c1ccco1 (configuration not stated) | -20 | 16 | 2 | 0 | 21 | -4 | -2 | 20 | -1.9 |
| Cc1ccc(C(c2c(O)nc3n(c2=O)CCS3)c2c(O)nc3n(c2=O)CCS3)cc1 | 5 | 8 | 3 | -2 | 8 | -15 | -2 | -6 | 1.6 |
| CCOc1nc(NCCO)nc(Nc2ccccc2F)n1 | 17 | 0 | 11 | -4 | 21 | -2 | -3 | 3 | 0.2 |
| CC(=O)c1cccc(NC(=S)Nc2cccc3ccccc23)c1 | -155 | 27 | 7 | -6 | -53 | -3 | 19 | 10 | 2.9 |
| CCOC(=O)c1ccc(CNCc2ccccc2)cc1 | -5 | 7 | 0 | 3 | -7 | -8 | 2 | -24 | 4.6 |
| Cc1c(N2C(=O)CSC2c2ccc(F)cc2)c(=O)n(-c2ccccc2)n1C (configuration not stated) | -2 | 10 | 2 | 9 | -3 | 7 | -2 | 13 | 0.4 |
| COc1ccccc1/C=C/C=C1\Oc2c(ccc(O)c2CN2CCN(CCO)CC2)C1=O | 14 | 13 | -2 | 17 | 27 | -8 | 2 | -37 | -2.6 |

Only part of the results is shown (hit frequency here may not be typical).
